KDM5B inh = blocks human KDM5B histone demethylase activity; KDM5B demethylase, FDH-coupled NADH fluorescence (FDH is formaldehyde dehydrogenase); Potency, µM (titrated, usually from 57.7 µM), without a hit: at the top dose activity change, negative = inhibition, usual class: inhibitors; 220,000 compounds, 2.6% hits; AID 1347165; active means well fitted inhibition curve with a large enough effect; inconclusive means small, poorly fitted or top-dose-only effect; inactive means no such curve, though single readings can be large or run the other way; further: 0% is about no effect; nearly all actives have a fitted effect of over 70% in size
Target sequence (Q9UGL1 whole entry, looked up): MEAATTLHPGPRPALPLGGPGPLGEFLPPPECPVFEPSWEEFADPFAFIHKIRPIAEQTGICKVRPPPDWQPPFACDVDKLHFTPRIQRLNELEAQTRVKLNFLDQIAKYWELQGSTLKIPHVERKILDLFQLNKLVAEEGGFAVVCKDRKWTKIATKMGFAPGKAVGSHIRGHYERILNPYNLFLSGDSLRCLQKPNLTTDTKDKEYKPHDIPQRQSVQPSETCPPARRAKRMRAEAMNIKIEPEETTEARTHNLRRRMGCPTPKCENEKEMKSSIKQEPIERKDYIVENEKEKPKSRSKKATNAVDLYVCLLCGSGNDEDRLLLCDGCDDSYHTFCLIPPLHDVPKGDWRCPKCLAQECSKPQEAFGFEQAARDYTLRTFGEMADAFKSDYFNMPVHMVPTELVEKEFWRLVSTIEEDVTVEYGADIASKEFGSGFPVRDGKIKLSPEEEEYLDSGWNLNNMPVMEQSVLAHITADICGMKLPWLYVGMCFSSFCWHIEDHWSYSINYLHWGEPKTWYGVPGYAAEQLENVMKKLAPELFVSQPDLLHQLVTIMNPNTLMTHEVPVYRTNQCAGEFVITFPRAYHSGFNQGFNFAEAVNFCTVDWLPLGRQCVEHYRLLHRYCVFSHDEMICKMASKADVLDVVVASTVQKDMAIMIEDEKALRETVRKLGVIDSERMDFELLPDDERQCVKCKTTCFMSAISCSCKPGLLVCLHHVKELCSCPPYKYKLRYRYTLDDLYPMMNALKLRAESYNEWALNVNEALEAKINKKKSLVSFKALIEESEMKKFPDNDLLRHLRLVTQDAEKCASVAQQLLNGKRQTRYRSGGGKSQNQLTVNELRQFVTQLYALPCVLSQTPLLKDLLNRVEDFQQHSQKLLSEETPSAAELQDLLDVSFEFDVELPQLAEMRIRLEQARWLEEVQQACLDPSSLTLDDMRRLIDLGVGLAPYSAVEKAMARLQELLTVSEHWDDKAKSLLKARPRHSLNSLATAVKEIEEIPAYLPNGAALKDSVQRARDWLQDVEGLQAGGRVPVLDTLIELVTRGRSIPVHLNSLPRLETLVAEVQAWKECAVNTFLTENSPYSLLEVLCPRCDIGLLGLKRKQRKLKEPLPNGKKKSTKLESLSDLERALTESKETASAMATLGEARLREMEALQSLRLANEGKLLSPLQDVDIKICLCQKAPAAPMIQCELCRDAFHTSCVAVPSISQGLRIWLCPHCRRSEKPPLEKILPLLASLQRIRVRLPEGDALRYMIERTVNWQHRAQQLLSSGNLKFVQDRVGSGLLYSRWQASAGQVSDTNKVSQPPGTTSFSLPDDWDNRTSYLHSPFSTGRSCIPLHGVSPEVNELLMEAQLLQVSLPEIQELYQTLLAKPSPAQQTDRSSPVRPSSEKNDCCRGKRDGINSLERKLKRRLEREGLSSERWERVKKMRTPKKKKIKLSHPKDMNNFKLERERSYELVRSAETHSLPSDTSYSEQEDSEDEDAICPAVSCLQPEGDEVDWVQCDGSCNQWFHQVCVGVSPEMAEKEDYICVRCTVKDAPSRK
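Inhibition is measured as reduced NADH fluorescence generation from FDH coupling to formaldehyde release. Truncated KDM5BΔAP at 200 nM final acts on H3K4me3 peptide (12.5 µM in substrate mix) in pH 7.5 HEPES buffer with Tween-20, 30 min, room temperature.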
An asterisk follows results filed as active; ? = inconclusive; [ ] = dose if it differs, or a comment. Potency means the concentration at half of the fitted maximal effect.

KDM5B inh | SMILES
9% | CC(C)CCn1c(SCCN2CCOCC2)nc2c1c(=O)[nH]c(=O)n2C
3% | Cc1ccc(OCC(=O)N(Cc2nc(-c3ccccc3)no2)C(C)C)cc1C
-18% | CCOc1ccc(NC(=O)CSc2nnc(-c3ccc(C)cc3)c(-c3ccc(C)cc3)n2)cc1
4% | CCn1nc(C(=O)N2CCc3ccccc32)c2ccccc2c1=O
? | COCC1CN(C2CCC2)CC12CCN(C(=O)C1CC=CC1)CC2 (stereo unspecified)
? | O=C(/C=C/c1ccco1)N(Cc1cccc(Br)c1)C1CCS(=O)(=O)C1 (stereo unspecified)
14% | O=C(O)c1cc(Cl)ccc1F
-4% | COc1ccc(-c2cc(N3CCCC(NC(=O)c4ccc5c(c4)OCO5)C3)n[nH]2)cc1 (stereo unspecified)
89%[activator] | COc1cccc(NC(=O)COC(=O)COc2ccc3c(C)cc(=O)oc3c2)c1
-17% | Cc1cccc(CNC(=O)C2CCCCC(=O)N2)c1 (stereo unspecified)
-4% | O=C(NCCc1c[nH]c2ccccc12)C1CCN(S(=O)(=O)c2ccccc2)CC1
? | CSc1ccccc1NC(=O)COc1ccc2c(c1)OCO2
-8% | CCCC(=O)Nc1scc(-c2ccc(OC)c(OC)c2)c1C(=O)OCC
2% | Cc1cccc(NC(=O)N2CCCC(c3nn(C)c(=O)n3C3CCCC3)C2)c1 (stereo unspecified)
21% | O=C(O)CC(c1ccc(OC2CCCC2)cc1)N1C(=O)c2ccccc2C1=O (stereo unspecified)
16% | Cc1ccsc1C(=O)NCc1ccc(Cl)cc1
7% | CCn1c(CC2CCN(S(=O)(=O)c3cccc(C)c3)CC2)nn(C)c1=O
? | CCN1c2cc(C(=O)Nc3cccc(OC)c3)ccc2C(=O)N2CCCC21 (stereo unspecified)
? | O=C(Cc1cccs1)Nc1c(C(=O)Nc2ccc(F)cc2)oc2ccccc12
-19% | O=C(c1cccc2[nH]ccc12)N1CCN(S(=O)(=O)c2cccc3nonc23)CC1
6%[86.2 µM] | CNC(=O)C(C)(C)N1CCC[C@H]1C(=O)N[C@@H](CO)CC(C)C
3% | CC(C)CNc1oc(-c2ccc([N+](=O)[O-])cc2)nc1C#N
14% | COC(=O)CN(CC(=O)OC)NC(=O)CCC(=O)O
-15% | N#CCc1ccc(OCC(O)Cn2cnc3cc(Cl)ccc3c2=O)cc1 (stereo unspecified)
-36% | COc1ccc(C(=O)OCc2nc(N)c3ccccc3n2)c(O)c1
24%[86.2 µM] | Cc1nc2c(s1)C[C@@H]1[C@](C)(CO)[C@H](O)CC[C@@]1(C)[C@@H]2CC(=O)NCc1cccnc1
28% | O=C(NCc1ccccc1F)C1CCN(C(=O)c2ncn3c2COC(c2ccc(F)cc2)C3)CC1 (stereo unspecified)
? | CCOc1cccc(C(c2c[nH]c3ccccc23)c2c[nH]c3ccccc23)c1O
17% | COC(=O)c1ccc(/C=N/OCc2cc(C(C)=O)ccc2OC)cc1
? | Cc1ccn2c(NC3CCCC3)c(-c3ccccn3)nc2c1
6% | CCOc1ccc2c(c1)S/C(=C\c1ccc(Cl)cc1)C(=O)N2
-40% | Cc1ccc(N(Cc2cccs2)C(=O)c2ccccc2[N+](=O)[O-])cc1
-8% | Cc1cc2oc(C(=O)N(Cc3ccccc3Cl)C3CCS(=O)(=O)C3)cc(=O)c2cc1Cl (stereo unspecified)
-9% | CC(C)c1ccc(NC(=O)CNC(=O)Cn2ccc3ccccc3c2=O)cc1
-40% | O=C(NC1CCCN(c2cc(-c3ccc(F)cc3)[nH]n2)C1)C1CCCC1 (stereo unspecified)
10% | FC(F)(F)c1cnc(Sc2nnc(-c3ccncc3)n2C2CC2)c(Cl)c1
-5% | COCCO[C@H]1C(=O)N(C2CCN(C(=O)c3ccccn3)CC2)[C@H]1c1ccncc1
50%[activator] | Cc1ccsc1C(=O)N1CCC(CCC(=O)N2CCC(Cc3ccccc3)CC2)CC1
? | Cc1ccc(CSc2cn(CC(=O)N3CCCCC3)c3ccccc23)cc1
20% | CCCCN1C(=O)CCc2cc(NS(=O)(=O)CCC)ccc21
-34% | COCCN1C(=O)c2cccn2CC1CNC(=O)NCc1ccccc1 (stereo unspecified)
? | Cc1ccc(OC(=O)CSc2nnc(-c3ccc4c(c3)OCO4)o2)cc1
27% | Cc1cc(C(=O)NCC(=O)N2CCCCCNC(=O)CC2c2ccccc2)n(C)n1 (stereo unspecified)
-17% | COc1ccc(C)cc1S(=O)(=O)Nc1ccc(Nc2nc(C)cc(N3CCCC3)n2)cc1
? | CC(=O)Nc1cccc(-c2cn(C)c(=O)n3cc(COc4ccnn4C)nc23)c1
-2% | CCCOc1ccc(NC(=O)COc2ccccc2)c2cccnc12
-3%[115 µM] | CN1CCC(C(=O)N2CCCC3(Cc4ccccc4CN3C(=O)c3ccccc3)C2)CC1 (stereo unspecified)
-10% | CCCCn1c(=O)c2oc3ccccc3c2n(Cc2ccc(C)cc2)c1=O
? | CS(=O)(=O)N1CCC(C2CCN(C3CCOCC3)C2)CC1 (stereo unspecified)
-11% | CCCCn1cnc2c1c(=O)n(CC(=O)Nc1cccc(Cl)c1)c(=O)n2CCC
? | FC(F)(F)Oc1ccccc1-c1nnc(-c2cccc(C(F)(F)F)c2)o1
26% | Cc1nn(C)c(Sc2ccccn2)c1[N+](=O)[O-]
-1% | CCOC(=O)C(=Cc1ccccc1)C(=O)OCC
1% | Cc1noc(C2CC3(CCN(C(=O)c4ccccn4)CC3)CN2C)n1 (stereo unspecified)
-7% | O=C(CN1C(=O)COc2ccc(S(=O)(=O)Nc3ccccc3)cc21)NCc1ccccc1Cl
15% | COc1ccc(NC(=O)Nc2ccc3nc(N4CCOCC4)cc(C)c3c2)cc1OC

Continuation:
KDM5B inh | SMILES
? | O=C(O)c1cccc(CN2CCN(c3ccc4nccn4n3)CC2)n1
10% | Cc1ccc(SCc2ccc(C(=O)Nc3c(C)cccc3C)cc2)cc1
19% | CC(CNC(=O)Nc1ccc(C(F)(F)F)cc1)CN1CCN(C)CC1 (stereo unspecified)
? | CCOc1ccc(NC(=O)Cn2ccn3nc4c(c3c2=O)CC(C)CC4)cc1 (stereo unspecified)
5% | COc1ccc(C(=O)NC(C(=O)NCC(C)C)C2CCN(C(=O)c3cccc(F)c3)CC2)cc1 (stereo unspecified)
-26% | O=C(CCc1cccnc1)Nc1ccc(N2CCOCC2)cn1
33% | CNC(=O)[C@H]1C[C@H](Oc2ccccc2)CN1C(=O)c1ccc(F)cc1
8% | Cc1ccc(NS(=O)(=O)c2ccc(NC(=O)N3CCCCC3)cc2)cc1
? | CN(C)C[C@@H]1CN(C2CCOCC2)C[C@H]1NC(=O)c1ccc2ccccc2n1
-11% | Cn1c(NC(=O)c2ccc(Br)cc2)cc(=O)n(C)c1=O
? | CCc1ccc(C(=O)Nc2ccc3nn(-c4ccc(C)c(Cl)c4)nc3c2)cc1
-13% | CC[C@H]1CN(C(=O)c2ccnc(Cl)c2)CC[C@H]1CC(=O)NCc1ccc2c(c1)OCO2
8% | COc1ccc(CNC(=O)CN2C(=O)CCn3nc(-c4ccccc4)cc32)c(OC)c1
24% | Cc1ccc(C#CC[N+]2(C)CCCCC2)cc1
? | CCN(CC)C(=O)CC[C@@H]1CNC(=O)[C@@H]2C[C@H](NC(=O)NC(C)C)CN12
-22% | Cn1nc(C(=O)N2CCCCCCNC(=O)CC2)c2ccccc21
-23% | C=CCN(Cc1nc(-c2ccccc2)no1)Cc1nccn1C
-9% | Cc1cccc(NC(=O)CSC2=C(C#N)C3(CCC(C(C)(C)C)CC3)C(C#N)C(=O)N2)c1 (stereo unspecified)
40µM* | N#Cc1ccc(CN2CCC3(COc4ccccc4C(=O)N3)C2)cc1 (stereo unspecified)
? | N#Cc1cccnc1N1CCN(c2nccc(CCC(F)(F)F)n2)CC1
-8% | CCOC(=O)c1ccc(NC(=O)CC2C(=O)N(c3cccc(OC)c3)C(=O)N2C2CCCCC2)cc1 (stereo unspecified)
-7% | COc1cc(NC(=O)Nc2nnc(N3CCCCC3)s2)cc(OC)c1
? | O=C(Nc1ccc(OC(F)(F)F)cc1)c1cc2c(=O)n3ccccc3nc2s1
-11% | CCOC(=O)C(CC)Sc1c(CC)cnc2c1c(=O)n(C)c(=O)n2C (stereo unspecified)
4% | O=[S+]([O-])(c1ccccc1)N1CCc2nc(C3CC3)nc(-c3ccc(Cl)cc3)c2C1
5% | COc1ccc(-c2nn(-c3ccc(F)cc3)c3c2cnc2cc4c(cc23)OCO4)cc1
18% | Cn1nnnc1SCC(=O)N1CCc2ccccc21
16% | NS(=O)(=O)c1ccc(CCNC(=O)CN2CCN(Cc3cccc(C(F)(F)F)c3)CC2)cc1
? | Cc1ccc(C(=O)CC2(C#N)C(N)=C(C=O)CC2(C#N)C#N)cc1 (stereo unspecified)
4% | Cc1ccc(C2Cn3nnc(-c4nc(-c5ccccc5Cl)no4)c3CO2)c(C)c1 (stereo unspecified)
-19% | O=C(NCC1CCCO1)c1ccc2c(c1)CC(=O)N2Cc1ccccc1 (stereo unspecified)
-3%[86.2 µM] | CN(Cc1cccnc1)C1CCOc2ccccc21 (stereo unspecified)
-14% | CN(C)CC(O)c1cc2n(n1)CCN(C(=O)CCc1ccc(=O)[nH]n1)C2 (stereo unspecified)
? | COc1ccccc1Cc1nc2ccccc2nc1SCC(=O)N1CCC(C)CC1
-21% | CCN(C(=O)c1cn(CC)c(=O)c2cc(OC)c(OC)cc12)c1ccc(C)c(C)c1
-13% | COC(=O)c1cc(S(=O)(=O)N(C)CC(=O)N2CCN(c3ccc(C(C)=O)cc3)CC2)cn1C
12% | CNS(=O)(=O)c1ccc(CN2CC3(CCNCC3)CC2C(=O)O)cc1 (stereo unspecified)
22%[86.2 µM] | CCN(CC)C(=O)[C@@H]1CCC[C@@H](NC(=O)c2ccccc2)CN(C)C(=O)C1
-4% | CCN(CC)CCN(C(=O)c1ccc2c(c1)CCCC2)c1nc2ccc(F)cc2s1
? | N#Cc1cccc(NC(=O)c2cc3c(s2)-c2ccc(Cl)cc2SC3)c1
6% | CCN(CC)C(=S)SC(C(N)=O)c1ccccc1 (stereo unspecified)
-11% | COc1ccc(C(=O)N[C@@H]2C(=O)Nc3c(c(C)nn3C)[C@H]2c2ccc3c(c2)OCCO3)cc1OC
18% | O=C(Nc1ccccc1)c1oc2ccccc2c1NC(=O)c1nn(-c2cccc(Cl)c2)ccc1=O
-8% | Cc1cc(Cl)ccc1S(=O)(=O)N1CCCC(Cn2cnc3cccnc32)C1 (stereo unspecified)
8% | Cn1cnc(S(=O)(=O)N2CCCC(Cc3noc(C4CC4)n3)C2)c1 (stereo unspecified)
1% | Cc1ccnc2nc(C(=O)OC(C)C(=O)c3c[nH]c4ccccc34)nn12 (stereo unspecified)
-1% | CNC(=O)[C@@H]1CN(C(=O)Cc2cccc(Cl)c2)C[C@H]1CO
7% | CCc1ccc(S(=O)(=O)Nc2ccc(N3CCCS3(=O)=O)cc2)s1
? | CC(=O)N1CCNc2cc(NCc3ccc(F)cc3)ncc2C1
? | Oc1ccc2oc3c(c2c1C=NCc1ccncc1)CCCC3
-12% | COc1ccccc1N1CCN(C(=O)c2ccc3c(c2)CCN3S(=O)(=O)c2ccccc2)CC1
7% | Cc1c(NCC(=O)Nc2ccccc2C(C)C)cccc1C(=O)N1CCc2sccc2C1
-4% | COC(=O)CCSc1nc2sc3c(c2c(=O)n1Cc1ccccc1)CCC(C(C)(C)C)C3 (stereo unspecified)
-14% | CCN(CC)S(=O)(=O)c1ccc(OC)c(NC(=O)c2nn(C)c(=O)c3ccccc23)c1
22% | O=S(Cc1cccc(Cl)c1)Cc1cccc(C(F)(F)F)c1 (stereo unspecified)
-20% | CC(C)Cc1nn2cc(-c3cccc(Br)c3)nc2s1

The results go on.
KDM5B inh | SMILES
-17% | Cc1nc(CC2CCN(C(=O)C3CCC3)CC2)n[nH]1
? | Cc1ccccc1-c1nc2ccc(NC(=O)C3CC3)cc2o1
-27% | COc1ccccc1OC(C)C(=O)NCC1(N2CCOCC2)CCCCC1 (stereo unspecified)
8% | Cn1nccc1C(=O)Nc1cc(Cl)ccc1Cl

Among those listed so far, these have an aryl thioether with sulfur outside any ring:
KDM5B inh | SMILES
9% | CC(C)CCn1c(SCCN2CCOCC2)nc2c1c(=O)[nH]c(=O)n2C
-18% | CCOc1ccc(NC(=O)CSc2nnc(-c3ccc(C)cc3)c(-c3ccc(C)cc3)n2)cc1
? | CSc1ccccc1NC(=O)COc1ccc2c(c1)OCO2
10% | FC(F)(F)c1cnc(Sc2nnc(-c3ccncc3)n2C2CC2)c(Cl)c1
? | Cc1ccc(CSc2cn(CC(=O)N3CCCCC3)c3ccccc23)cc1
? | Cc1ccc(OC(=O)CSc2nnc(-c3ccc4c(c3)OCO4)o2)cc1
26% | Cc1nn(C)c(Sc2ccccn2)c1[N+](=O)[O-]
10% | Cc1ccc(SCc2ccc(C(=O)Nc3c(C)cccc3C)cc2)cc1
-11% | CCOC(=O)C(CC)Sc1c(CC)cnc2c1c(=O)n(C)c(=O)n2C (stereo unspecified)
18% | Cn1nnnc1SCC(=O)N1CCc2ccccc21
? | COc1ccccc1Cc1nc2ccccc2nc1SCC(=O)N1CCC(C)CC1
-4% | COC(=O)CCSc1nc2sc3c(c2c(=O)n1Cc1ccccc1)CCC(C(C)(C)C)C3 (stereo unspecified)

Exported as a markdown table: 3 of the compounds above.
| smiles | KDM5B inh |
| --- | --- |
| Cc1nc(CC2CCN(C(=O)C3CCC3)CC2)n[nH]1 | -17% |
| Cc1ccccc1-c1nc2ccc(NC(=O)C3CC3)cc2o1 | ? |
| COc1ccccc1OC(C)C(=O)NCC1(N2CCOCC2)CCCCC1 (stereo unspecified) | -27% |

A portion of the library; the hit share may differ from the screen's.
